Source: PubChem
Hsp90 Hop PPI – changes Hsp90-Hop TPR2A binding signal, up or down; Potency, µM (highest dose often 57 µM), without a hit: at the highest dose activity change, negative = inhibition; 0.44% of 71,000 active; AlphaScreen TPR2A-His6 binding biotin-Hsp90 C-terminal peptide; active means well fitted curve in either direction with a large enough effect; inconclusive means small, poorly fitted or top-dose-only effect, or another doubt; further: potency means the concentration at half of the fitted maximal effect; on the % scale 0 is the no-effect control and ±100 the full control effect; many of its hits are not listed in these tables
Ub-GFP proteasome – inhibits proteasome, raising ubiquitin-GFP reporter fluorescence | 67,000 tested, under 10 active | AID 526 | Potency, µM (titrated, usually from 45.9 µM), inactives show at the highest dose activation (GFP accumulation), usual class: activators | Ubiquitin-GFP reporter cells, proteasome inhibition, GFP fluorescence; response scale: untreated = 0%, 10 µM MG-132 = 100%; active means well fitted activation curve with a large enough effect, not every such curve was filed as active; inconclusive means small, poorly fitted or top-dose-only effect, or another doubt; inactive means no such curve, though single readings can be large or run the other way; further: potency means the concentration at half of the fitted maximal effect
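Reporter cells (U2OS, ubiquitin-G76V-GFP fusion) are plated overnight, then treated 4 hr at 37 °C with compound titrations from 46 uM down to 2.9 nM. Activity is scaled against untreated cells and 10 uM MG-132.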
DNA Pol III inh – inhibitors of bacterial DNA polymerase III holoenzyme; Potency, µM (top dose mostly 57.1 µM), for the others: top-dose activity change, negative = inhibition; reconstituted DNA polymerase III holoenzyme replication, biochemical; AID 603; 0.25% of 71,000 active; further: potency means the concentration at half of the fitted maximal effect; on the % scale 0 is the no-effect control and ±100 the full control effect
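Reconstituted *E. coli* holoenzyme (0.35 nM Pol III, 1 nM beta, 154 nM SSB, 2 nM primase) was preincubated with compound for 15 min at RT. Synthesis on 1.4 nM ssM13Gori ran 35 min, then was stopped with PicoGreen/EDTA and read as dsDNA fluorescence.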
15-hLO inh – 15-hLO (ALOX15) enzyme inhibition; purified 15hLO-1, xylenol orange hydroperoxide absorbance; 1.4% of 74,000 active; P16050; Potency, µM (top dose mostly 57.1 µM), for inactives: at the highest dose activity change, negative = inhibition, actives largely listed as inhibitors; further: potency means the concentration at half of the fitted maximal effect; on the % scale 0 is the no-effect control and ±100 the full control effect; nearly all actives have a fitted effect of over 55% in size
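Readout: Fe(III)-xylenol orange absorbance, 573-to-405 nm ratio as reaction progress. Enzyme 40 nM purified human 15hLO-1, substrate 50 uM arachidonic acid, 6 min RT after 15 min compound preincubation; Hepes pH 7.5 buffer with Triton X-100.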
Epigenetic mod – derepresses silenced GFP locus in mouse C127i cells | mouse C127i GFP locus derepression, cytometry, 30 h | Potency, µM (doses to about 46.1 µM), without a hit: at the top dose GFP derepression (activation) | 0.09% of 68,000 active | AID 597; further: % of control where 0% means no effect
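Derepression screen: silenced CMV-GFP reporter in murine C127i cells, 30 h compound incubation at 37 C, washed cells imaged by laser-scanning cytometer to enumerate GFP-expressing objects of 20 to 120 um.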
ERK AVP inh – blocks ERK signaling stimulated by vasopressin; HEK293-V1b, vasopressin-stimulated pERK AlphaScreen; Potency, µM (top dose mostly 57.5 µM), for the others: top-dose activity, negative = inhibition, usual class: inhibitors; 0.99% of 72,000 active; AID 995; further: potency means the concentration at half of the fitted maximal effect; on the % scale 0 is the no-effect control and ±100 the full control effect; nearly all actives have a fitted effect of over 55% in size
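HEK293 cells stably expressing V1b receptor, seeded overnight in 1% FBS, were treated with compounds for 30 min at 37C, then stimulated 5 min with 25 nM vasopressin; phospho-ERK read by AlphaScreen SureFire after lysis.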
HBB splice mod – modulators of hemoglobin beta chain splicing | HBB splicing reporter cell assay, activation; EGFP reporter with mutant IVS2-654 intron; response scale: normalised to 500 nM splice-correcting PNA | Potency, µM (highest dose often 46.1 µM), inactives show at the top dose activation, most hits filed as activators | 0.06% of 65,000 active | AID 925; further: potency means the concentration at half of the fitted maximal effect; 0% is about no effect
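Compounds were applied for 2 days to HeLa EGFP-654 cells, 500/well in Optimem with 2% FCS. The reporter's EGFP is disrupted by mis-splicing of beta-globin intron IVS2-654. Readout: summed well GFP fluorescence from 488 nm laser scanning; reference was 500 nM antisense […] 654 PNA.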
CRE Fsk mod – alters forskolin-stimulated CRE reporter signaling in CHO cells | 2.5% of 71,000 active | Potency, µM (titrated, usually from 38.2 µM), without a hit: at the highest dose activity change, negative = inhibition, most hits filed as activators | AID 662 | CHO CRE-bla reporter (cAMP response element driving beta-lactamase), forskolin EC10, beta-lactamase ratio; active means well fitted activation curve with a large enough effect in the signal ratio, with a control signal flat, not every such curve was filed as active; inconclusive means small, poorly fitted or top-dose-only effect, or effect the other way, or a change in a side signal; the % refers to the signal ratio; further: potency means the concentration at half of the fitted maximal effect; % of control where 0% means no effect
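CHO CRE-bla cells, overnight plating in Opti-MEM with 0.5% dialyzed FBS; cpd titration + EC10 NKH 477, 3 h 37 °C; CCF4 2 h RT; ex 405/em 460 vs 530 ratio → %Activity, AC50.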
FLuc inh – firefly luciferase inhibition. Potency, µM (top dose mostly 57.1 µM), for the others: at the top dose activity change, negative = inhibition, hits mostly inhibitors. AID 411. purified firefly luciferase, luminescence, 8 min. P08659. 2.2% of 72,000 active; further: potency means the concentration at half of the fitted maximal effect; on the % scale 0 is the no-effect control and ±100 the full control effect; nearly all actives have a fitted effect of over 40% in size
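Firefly luciferase (PKLight detection mix) with 10 uM ATP in pH 7.2 imidazole buffer (KCl, MgCl2, Tween 20, BSA). Compounds tested across a concentration series (qHTS). Luminescence read after 8 min at ambient temperature.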
HADH2 inhib – blocks human hydroxyacyl-CoA dehydrogenase type II. Q99714. recombinant HADH2, NADH fluorescence, beta-hydroxybutyryl-CoA. Potency, µM (series often up to 57.1 µM), for the others: at the top dose activity change, negative = inhibition, usual class: inhibitors. 3.4% of 73,000 active; further: potency means the concentration at half of the fitted maximal effect; on the % scale 0 is the no-effect control and ±100 the full control effect; nearly all actives have a fitted effect of over 60% in size; many of its hits are not listed in these tables
Target sequence (Q99714 whole entry, looked up, one chain of several): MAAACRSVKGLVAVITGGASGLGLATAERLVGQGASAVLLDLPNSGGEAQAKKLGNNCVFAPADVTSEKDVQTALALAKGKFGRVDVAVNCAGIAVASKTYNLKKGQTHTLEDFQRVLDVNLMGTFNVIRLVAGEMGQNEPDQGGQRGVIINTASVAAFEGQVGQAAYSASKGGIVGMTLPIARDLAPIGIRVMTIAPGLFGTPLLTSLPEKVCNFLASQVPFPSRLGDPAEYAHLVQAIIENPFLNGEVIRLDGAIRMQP
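NADH fluorescence (ex 360/em 450 nm) read every 30 s for 4 min; activity taken as last-minus-first time point difference. Enzyme 20 nM, NAD+ 1 mM, beta-hydroxybutyryl-CoA 90 uM, pH 9.0 Tris buffer.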
Tau filament bind – binders of human tau filaments; P10636; recombinant tau filaments, thioflavin S fluorescence, 15 h; filaments grown with octadecylsulfate alongside compound; Potency, µM (titrated, usually from 57.1 µM), inactives show at the highest dose activity change, negative = inhibition; 2% of 71,000 active; AID 596;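 further: potency means the concentration at half of the fitted maximal effect; on the % scale 0 is the no-effect control and ±100 the full control effect; actives lower thioflavin S fluorescence by blocking filaments or displacing dye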
Target sequence (P10636 whole entry, looked up): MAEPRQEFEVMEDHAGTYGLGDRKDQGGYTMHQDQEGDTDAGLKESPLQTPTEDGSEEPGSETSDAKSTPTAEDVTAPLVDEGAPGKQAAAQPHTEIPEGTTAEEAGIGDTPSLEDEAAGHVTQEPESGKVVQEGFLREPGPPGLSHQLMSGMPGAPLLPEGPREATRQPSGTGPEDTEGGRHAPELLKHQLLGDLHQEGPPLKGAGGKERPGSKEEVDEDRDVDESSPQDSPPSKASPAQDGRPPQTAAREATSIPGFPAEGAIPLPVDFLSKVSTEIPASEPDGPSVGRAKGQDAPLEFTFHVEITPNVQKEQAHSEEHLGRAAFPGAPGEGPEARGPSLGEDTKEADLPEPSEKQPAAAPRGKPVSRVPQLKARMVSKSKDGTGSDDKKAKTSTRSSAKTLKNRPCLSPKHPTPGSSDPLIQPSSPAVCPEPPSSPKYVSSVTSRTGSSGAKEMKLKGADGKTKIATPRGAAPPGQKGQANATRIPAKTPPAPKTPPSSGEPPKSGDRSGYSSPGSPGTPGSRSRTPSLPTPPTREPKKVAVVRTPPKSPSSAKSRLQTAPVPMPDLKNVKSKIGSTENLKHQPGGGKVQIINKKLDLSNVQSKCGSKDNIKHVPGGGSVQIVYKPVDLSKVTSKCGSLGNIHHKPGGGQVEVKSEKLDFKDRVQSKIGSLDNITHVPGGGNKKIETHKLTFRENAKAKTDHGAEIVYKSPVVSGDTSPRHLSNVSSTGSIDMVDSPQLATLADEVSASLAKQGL
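His-tagged recombinant human tau (exons 2, 3 and 10 included), 1 uM, was induced to fibrillize by 30 uM sodium octadecylsulfate with compound present. After 15 h at 37 C, thioflavine S fluorescence (ex 450, em 510 nm) was read.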
* marks the source's active call; other numbers are inactive results; ? = inconclusive; · = not tested or not shown; & = joins results of further samples; [ ] = dose if it differs, or a comment. Unless noted, the call rests on the fitted dose curve; in most records, active means well fitted curve in the direction sought with a large enough effect; inconclusive means small, poorly fitted or top-dose-only effect, or another doubt; inactive means no such curve, though single readings can be large; an effect the other way counts as inactive or inconclusive.

SMILES	Hsp90 Hop PPI	Ub-GFP proteasome	DNA Pol III inh	15-hLO inh	Epigenetic mod	ERK AVP inh	HBB splice mod	CRE Fsk mod	FLuc inh	HADH2 inhib	Tau filament bind
COc1ccccc1N1CCN(CC(O)COc2ccc(S(=O)(=O)N3CCOCC3)cc2)CC1 (centres undefined)	-4%	4%	2%	-27%	0%	?	-3.2%	?	2%	-10%	5%
Cc1cc(S(=O)(=O)Nc2cccnc2)c(C)s1	-5%	-6%	-2%	10%	2%	3%	1.9%	1%	2%	-8%	15%
CCSc1nnc(NC(=O)c2cccc(OCc3c(C)noc3C)c2)s1	6%	-6%	-4%	-4%	0%	9%	-0.2%[57.5 µM]	18%	-8%	5%	22%
Cc1nn(C)c(C)c1S(=O)(=O)N1CCCC(C(=O)NC2CCCCCC2)C1 (centres undefined)	1%[2.3 µM]	-6%	0%	-4%	·	-16%	-1.3%	5%	2%	4%	-3%
CC(C)(C)c1[nH]nc2c1C(c1ccccc1OC(=O)N1CCOCC1)C(C#N)=C(N)O2 (centres undefined)	4%	16%	?	6%	0%	15%	-0.8%	12%	0%	8%	-18%
COc1ccc2c(c1OC)C(=O)O[C@@H]2[C@H]1c2c(cc3c(c2OC)OCO3)CCN1C	-10%	3%	-3%	16%[25.6 µM]	0%[20.6 µM]	?	·	0%	-1%[25.5 µM]	-4%	?
Cc1nc2ccc3nc(NC(=O)c4ccc5c(c4)OCCO5)sc3c2s1	-3%	4%	-4%	-1%	6%	3%	0.5%	-3%	-4%	106%[activator]	221%
Cc1ccc(Cn2c(N3CCCCCC3)nc3c2c(=O)[nH]c(=O)n3C)cc1	-10%	6%	-5%	-15%	-2%	16µM*	-0.1%[57.5 µM]	?	0%	1%	15%
Cc1onc(-c2c(F)cccc2Cl)c1C(=O)NCc1cccs1	-1%	5%	1%	-2%	8%	-7%	0.3%	-4%	2%	0%	-5%
Cc1oc(-c2ccccc2F)nc1CS(=O)CC(=O)NCc1cccs1 (centres undefined)	-2%[2.3 µM]	-9%	-3%	0%	·	-21%	-1.0%	-17%	3%	-9%	9%
CN(C)c1ccnc(SCc2ccccc2Cl)c1C#N	?	0%	3%	-1%	-2%	205%[activator]	-0.7%	16%	-2%	-2%	18%
COCCn1c(=O)c(-c2cc(F)cc(F)c2)nc2cnc(OCc3ccccc3)nc21	-1%	-4%	-6%	-1%	8%[9.22 µM]	-4%	1.8%	?	1%[11.4 µM]	1%	-27%
CCOC(=O)C1[C@H]2C(=O)N(CCCOC)C[C@]23C=C[C@H]1O3 (some centres undefined)	2%	7%	0%	-7%	-2%	-8%	-3.2%[1.84 µM]	?	1%	2%	-4%
c1cn(CC2(Cn3ccnc3)COC2)cn1	-18%	1%	0%	18%	0%	2%	1.5%[57.5 µM]	-1%	-1%	14%	13%
O=C(O)c1ccc(CSc2nnc(-c3ccco3)o2)cc1	0%	-2%	-2%	0%	·	·	0.9%	1%	5%	-3%	4%
CN(C)c1ccc(Nc2nc(-c3cccnc3)cs2)cc1	-12%[11 µM]	?	1%[11.4 µM]	-23%[11.4 µM]	0%	?	-0.6%[0.0738 µM]	?	0.63µM*	-3%[11.4 µM]	2.5µM*
Cc1noc(C)c1S(=O)(=O)N1CCCC(C(=O)N2CCc3ccccc3C2)C1 (centres undefined)	-2%[2.3 µM]	-3%	-3%	6%	·	-21%	0.1%	-2%	1%	6%	-13%
CN[C@@H]1NC(=O)c2ccccc2N1Cc1ccc(F)cc1	-3%[11 µM]	-2%[9.17 µM]	-7%[11.4 µM]	-3%[11.4 µM]	-1%[9.22 µM]	4%[11.5 µM]	-0.6%[9.22 µM]	-2%[7.6 µM]	2%[11.4 µM]	4%[11.4 µM]	0%[11.4 µM]
CC(C)c1ccc2c(c1)c(SC(C)(C)C)c(CC(C)(C)C(=O)O)n2Cc1ccc(Cl)cc1	-7%&-9%	-3%&-6%	-1%&0%	13µM*	0%&0%	?	0.4%	?	1%&2%	?	?
Cc1c(NC(=O)NCc2ccccc2)c(=O)n(-c2ccccc2)n1C	-3%	2%	-3%	-5%	-3%	-10%	1.2%	-23%	2%	3%	-2%
Cc1nc2ccc(C(=O)N3CCSCC3)cc2s1	4%	5%	-3%	3%	7%	-11%	-0.9%	4%	0%	-1%	-12%
Cc1cc(Cl)ccc1OCC(=O)N1CC(C)CC(C)C1 (centres undefined)	7%	1%	-5%	-24%	4%	-8%	-1.4%	1%	-2%	-2%	-13%
CCOc1ccc2[nH]c(=O)c(=O)[nH]c2c1	-3%	-2%	-8%	2%	0%	-13%	-0.6%	-1%	2%	?	10µM*
Nc1ccc(CCc2nc3ccccc3o2)cc1	-5%	-2%	-7%	6%	-1%	-25%	-3.3%	-3%	25µM*	2%	-11%
CN1C(=O)c2cccc3c(S(=O)(=O)Nc4ccccn4)ccc1c23	-1%	13%	-5%	-3%	0%	-29%	3.9%	?	1%	0%	-4%
CC(C)C1=CC2=CC[C@H]3[C@@](C)(CCC[C@]3(C)C(=O)O)[C@@H]2CC1	-1%	-3%	-4%	·	2%[9.22 µM]	·	·	5%	0%[11.4 µM]	?	?
O=C(c1cccnc1)N1CCc2ccccc2C1	-1%	3%	-1%	6%	8%	-5%	-4.3%	-9%	-4%	1%	4%
COC(=O)c1ccc(C(NC(=O)OCc2ccccc2)/C(=C/[C@@H](C)C(=O)NCCc2c[nH]c3ccccc23)c2cccnc2)cc1 (some centres undefined)	-7%	·	-1%	0%	·	9%	-0.3%	-17%	·	12%	46%
CN(CC(=O)Nc1ccncc1)S(=O)(=O)c1ccc(Cl)cc1	-2%	13%	-3%	-3%	3%	-16%	0.6%	?	2%	2%	-9%
CCOC(=O)c1cnc(SCC(=O)c2ccccc2)nc1N	-2%	-12%	1%	-5%	-2%	-1%	-0.8%[9.22 µM]	?	4µM*	6%	98%
O=C(O)CN1C(=O)C2(OCCCO2)c2ccccc21	1%	2%	3%	-8%	5%	1%	2.8%[57.5 µM]	6%	2%	-3%	-4%
CCOc1cccc(/C(O)=C2/C(=O)C(=O)N(Cc3ccco3)C2c2ccncc2)c1 (centres undefined)	-4%	3%	-6%	-8%	1%	18%	-2.7%	?	1%	-25%	-1%
N#Cc1ccccc1Sc1ccccc1C(=O)N1CCOCC1	2%	9%	2%	3%	0%	-3%	-0.2%	5%	1%	0%	5%
Cc1ccc2nc(-c3cccnc3)oc2c1	3%	-10%	-2%	13%	-2%	12%	-1.3%	-3%	25µM*	10µM*	1%
Cc1csc(-c2coc3cc(O)cc(C)c3c2=O)n1	-3%	2%	-7%	16µM*	?	-28%	-0.9%[9.22 µM]	?	?	?	10%
CCCC(=O)Nc1cc(OC)c(NC(=O)NC2CCCCC2)cc1OC	-4%	-2%	2%	7%	8%	-20%	-0.3%[57.5 µM]	-5%	-1%	6%	-6%
CC1CCC2(CC1)NC(=O)N(CC(=O)NC(=O)NC1CCCC1)C2=O (centres undefined)	-3%	-2%	0%	11%	-2%	-21%	0.4%[57.5 µM]	3%	1%	2%	1%
CCCCN(C(=O)Cn1nnc2ccccc21)C(C(=O)NCc1ccco1)c1ccncc1 (centres undefined)	-3%	3%	-3%	14%	1%	7%	-2.6%	-12%	1%	-3%	4%
O=C(NCCCCNC(=O)c1c(F)c(F)c(F)c(F)c1F)c1c(F)c(F)c(F)c(F)c1F	4%	0%	1%	-8%	3%	7%	-0.3%	-3%	0%	20%	3%
COc1ccc(OCC(O)CN2C(=O)c3ccccc3S2(=O)=O)cc1 (centres undefined)	-1%	22%	-12%	6%	-4%	2%	1.1%[9.22 µM]	2%	-7%	-2%	1%

These rows are one share of the data. The share of hits here may be higher or lower than overall.
